Bioassay records (PubChem)
Dicer processing – inhibitors of human Dicer processing of pre-microRNA; Q9UPY3; z-score at 25 µM; cat-ELCCA pre-miR-21 Dicer processing, chemiluminescence; active compounds read high; 47,000 compounds, 6% hits; in the data active = z-score above about 3, passing the limit was not always enough;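 note: plate controls were vehicle for no effect and no enzyme for full effect; higher signal means more uncleaved substrate so more Dicer inhibition; strong numbers were not always called active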
Target sequence (Q9UPY3 whole entry, looked up): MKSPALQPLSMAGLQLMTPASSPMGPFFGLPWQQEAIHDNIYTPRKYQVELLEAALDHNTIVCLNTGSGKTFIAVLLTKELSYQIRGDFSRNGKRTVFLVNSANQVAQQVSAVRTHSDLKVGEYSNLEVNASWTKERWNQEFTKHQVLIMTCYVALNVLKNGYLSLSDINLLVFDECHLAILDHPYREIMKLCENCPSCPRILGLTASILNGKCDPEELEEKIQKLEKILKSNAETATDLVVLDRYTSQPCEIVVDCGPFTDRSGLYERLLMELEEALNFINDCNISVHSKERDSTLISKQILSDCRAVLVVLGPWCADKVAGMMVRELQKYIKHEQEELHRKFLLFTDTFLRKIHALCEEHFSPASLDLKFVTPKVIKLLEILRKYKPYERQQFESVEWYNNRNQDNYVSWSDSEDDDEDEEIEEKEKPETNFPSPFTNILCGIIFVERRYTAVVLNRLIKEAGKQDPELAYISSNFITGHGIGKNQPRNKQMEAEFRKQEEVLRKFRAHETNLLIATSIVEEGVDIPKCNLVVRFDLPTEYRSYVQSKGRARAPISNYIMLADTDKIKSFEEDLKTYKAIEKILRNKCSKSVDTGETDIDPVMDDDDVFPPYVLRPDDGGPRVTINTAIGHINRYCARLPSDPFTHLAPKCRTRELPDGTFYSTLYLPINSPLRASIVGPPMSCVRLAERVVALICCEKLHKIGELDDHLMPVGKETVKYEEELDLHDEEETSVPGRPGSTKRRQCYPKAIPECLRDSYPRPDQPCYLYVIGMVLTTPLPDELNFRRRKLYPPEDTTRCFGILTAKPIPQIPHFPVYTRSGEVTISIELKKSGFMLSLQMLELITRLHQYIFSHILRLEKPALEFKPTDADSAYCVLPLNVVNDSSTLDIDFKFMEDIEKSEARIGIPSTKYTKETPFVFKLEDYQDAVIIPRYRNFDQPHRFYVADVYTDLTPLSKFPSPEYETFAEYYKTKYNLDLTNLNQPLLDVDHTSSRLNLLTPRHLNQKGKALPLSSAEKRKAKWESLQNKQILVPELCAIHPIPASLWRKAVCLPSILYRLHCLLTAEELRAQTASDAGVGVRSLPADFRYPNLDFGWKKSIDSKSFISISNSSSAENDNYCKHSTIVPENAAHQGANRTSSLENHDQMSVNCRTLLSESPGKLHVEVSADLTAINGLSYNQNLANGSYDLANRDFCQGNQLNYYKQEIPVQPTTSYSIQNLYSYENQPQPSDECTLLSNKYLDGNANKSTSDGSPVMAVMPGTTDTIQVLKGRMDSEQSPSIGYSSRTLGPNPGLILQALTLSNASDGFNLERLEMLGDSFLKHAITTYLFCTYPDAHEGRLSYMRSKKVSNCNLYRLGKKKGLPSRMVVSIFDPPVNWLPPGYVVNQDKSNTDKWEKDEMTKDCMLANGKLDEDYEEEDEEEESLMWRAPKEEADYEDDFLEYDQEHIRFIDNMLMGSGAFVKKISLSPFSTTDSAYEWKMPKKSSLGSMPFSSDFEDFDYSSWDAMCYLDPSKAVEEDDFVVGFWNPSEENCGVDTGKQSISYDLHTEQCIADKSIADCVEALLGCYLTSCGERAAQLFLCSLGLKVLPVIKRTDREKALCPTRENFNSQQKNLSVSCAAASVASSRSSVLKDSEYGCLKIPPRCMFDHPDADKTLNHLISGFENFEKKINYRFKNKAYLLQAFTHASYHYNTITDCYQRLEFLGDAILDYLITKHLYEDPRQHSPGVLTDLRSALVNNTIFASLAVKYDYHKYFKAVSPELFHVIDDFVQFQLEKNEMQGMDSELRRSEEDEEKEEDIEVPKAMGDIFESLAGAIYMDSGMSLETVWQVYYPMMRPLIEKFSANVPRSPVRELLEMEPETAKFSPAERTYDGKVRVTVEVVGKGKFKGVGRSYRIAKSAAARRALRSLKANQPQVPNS
* hit, by the source's call. The list is partial; count on the stated rates, not on these rows.

SMILES	Dicer processing
COc1ccc(NS(=O)(=O)c2ccc(N)cc2)cc1	0.5
Cc1[nH]c2ccccc2c1C(=O)CSc1nnc(C)n1-c1ccccc1	2.82
Clc1ccc(-c2noc(CCCc3ccccc3)n2)cc1	-1.46
CC(=O)c1csc(Nc2c(C)cc(C)cc2C)n1	-0.05
C=CCN(CC=C)Cc1c(C)[nH]c2ccccc2c1=O	2.7
O=C(Nc1ccc(Br)cc1)c1csc2c1CCCC2	0.17
CC(C(=O)NNS(=O)(=O)c1cccc(C(F)(F)F)c1)n1nnc(N2CCOCC2)n1 (stereo not drawn)	0.97
COc1ccc(C2c3c(oc4ccccc4c3=O)C(=O)N2c2nnc(C)s2)cc1 (stereo not drawn)	0.1
COc1cccc(-c2ccc(-c3noc(C)n3)c(OC)n2)c1	0.96
CCOC(=O)Cc1csc(-c2ncc(C(F)(F)F)cc2Cl)n1	-0.1

Grouped by structure, those above with a halogen.
SMILES	Dicer processing
Clc1ccc(-c2noc(CCCc3ccccc3)n2)cc1	-1.46
O=C(Nc1ccc(Br)cc1)c1csc2c1CCCC2	0.17
CC(C(=O)NNS(=O)(=O)c1cccc(C(F)(F)F)c1)n1nnc(N2CCOCC2)n1 (stereo not drawn)	0.97
CCOC(=O)Cc1csc(-c2ncc(C(F)(F)F)cc2Cl)n1	-0.1

(continued)
SMILES	Dicer processing
CC1(C)CC(=O)c2cc(C(=O)Nc3ccc(Br)cn3)c(=O)n(-c3ccccc3)c2C1	2.72
CCn1nc(-c2cccs2)cc1C(=O)N(C)C	0.72
NC(=O)C1CCN(Cc2nc(-c3cccs3)no2)CC1	-1.14
Cn1cc(C(=O)c2ccc(Cl)cc2)cc1/C=C(\C#N)C(=O)c1ccco1	0.42
CC(CN(C)C)C(C)(O)Cc1ccc(Cl)cc1 (stereo not drawn)	0.25
CCOC(=O)C1CCN(C(=S)Nc2cccc(C)c2)CC1	1.26
COC(=O)c1ccc(-c2ccccc2F)cc1	-1.03
Cc1nc(N2C(=O)c3oc4ccccc4c(=O)c3C2c2cccs2)sc1C (stereo not drawn)	-0.08
CCOC(=O)C(=CNc1cc(C)nn1C)C(=O)OCC	0.08
CC(c1ccccc1)C1C(C#N)=C(N)Oc2n[nH]c(-c3ccccc3)c21 (stereo not drawn)	-0.54
COc1ccc(C2=NN(c3nc(C)cc(C)n3)C(=O)C2)cc1	-1.98
CCC(C)[C@H](N)c1nnc(SCc2cccc(Cl)c2)o1 (stereo partly drawn)	-1.09
CCOC(=O)c1c(/C=C2\C(=O)Nc3ccccc32)c(C)n(-c2ccccc2)c1C	-0.14
Cc1ccc2c(c1)CCCN2C(=O)c1sc2ccccc2c1Cl	-1.41
CCN(CC)c1ncc2c(SCC(N)=O)nc(SCC(N)=O)nc2n1	0.41
CCN(CC)C(=O)CSc1nnc2nnc3cc(C)ccc3n12	-0.64
Cc1ccc(N2C(=O)C3C4c5ccccc5C(C(=O)O)(c5ccccc54)C3C2=O)cc1 (stereo not drawn)	1.65
Cc1ccn2cc(-c3cccc(S(=O)(=O)N4CCCC(C)C4)c3)nc2c1 (stereo not drawn)	-0.13
COCCCNC(=S)NNC(=O)c1cc(OC)c(OC)c(OC)c1[N+](=O)[O-]	-0.08
COc1ccc(OCC(O)Cn2c[n+](C)c3cc(C)c(C)cc32)cc1 (stereo not drawn)	0.98
Cn1ncc(Br)c1NC(=O)C(C)(C)C	-0.39
COc1ccc(-c2nnc3c4ccccc4c(C)nn23)cc1S(=O)(=O)NC(C)C	5.04*
CCOC(=O)C1CCN(c2ccccc2CN2CCCc3cc(C)ccc32)CC1	-0.23
CC1=N/C(=C/c2ccc(Cl)c(Cl)c2)C(=O)O1	3.16*
CC(C)(C)c1csc(N/N=C/c2ccc(Cl)cc2)n1	1.77
N#Cc1c(SCC(=O)c2ccccc2)nc2c(c1/C=C\c1ccccc1)CCC2	-0.84
Clc1cccc(CN2CCN(Cc3ccco3)CC2)c1	-0.29
Nc1ncnc2sc3c(c12)CCCCC3	1.66
O=C(Cn1c(=O)oc2cc(Br)ccc21)Nc1ccc(S(=O)(=O)N2CCOCC2)cc1	0.66
CSc1ccc(C)c(NC(=O)N(Cc2ccccc2)C(=O)CC#N)c1	-0.28
O=C(CN1C(=O)COc2ccc(Cl)cc21)Nc1ccc2[nH]c(=O)[nH]c2c1	2.11
CS(=O)(=O)Oc1c(-c2ccccc2)oc2ccccc2c1=O	0.3
COc1ccc(NS(=O)(=O)c2ccc(N)cc2)nn1	-0.16
COc1ccccc1C(O)c1cnc(C(C)C)n1C (stereo not drawn)	1.3
COc1ccc(C2c3c(oc4ccccc4c3=O)C(=O)N2c2nnc(C)s2)cc1OC (stereo not drawn)	0.65
O=C(CCCN1CCN2CCCC2C1)c1ccc(F)cc1 (stereo not drawn)	-0.48
CCOC(=O)c1cnn(-c2nc(C)cc(C)n2)c1N	0.04
O=C(c1cnn2c(C(F)F)cc(-c3ccccc3)nc12)N1CCCc2ccccc21	-1.5
Cc1ccc(-c2cc(C(F)(F)F)n3nc(C)cc3n2)cc1	0.37
Cc1ncc([N+](=O)[O-])n1CCC(C)C	0.31
C/C(=N\NC(=S)NC(C)(C)C)c1cc(F)cc(F)c1O	0.36
CC(=O)c1cc2cc(Br)ccc2oc1=O	-0.5
O=C(c1ccccc1)N1N=C(c2ccccc2)CC1c1ccc2c(c1)OCO2 (stereo not drawn)	-0.19
O=C1CCCC2=C1C(c1ccccc1)C1C(=O)c3ccccc3C1=N2 (stereo not drawn)	0.02
Oc1cccnc1Cc1ccccc1	-0.27
CC(=O)c1nnn(-c2c(F)cccc2F)c1C	-0.29
CCOC(=O)c1c(S(=O)(=O)Nc2ccc(Cl)cc2)c(C)n(-c2ccccc2)c1C	-0.2
c1cc(CSC2=NCCS2)nc(CSC2=NCCS2)c1	-2.55
CC1=N/C(=C/c2ccccc2Cl)C(=O)O1	3.5*
Cc1nn(C)c(-c2nc(-c3ccc(C(F)(F)F)cc3)no2)c1[N+](=O)[O-]	-0.27
Next part:
SMILES	Dicer processing
Cc1ccc(C2C3=C(CCCC3=O)Nc3[nH]n(-c4ccccc4)c(=O)c32)cc1 (stereo not drawn)	-1.49
COC(=O)c1cnc(Sc2c(Cl)cccc2Cl)c([N+](=O)[O-])c1	-0.54
CCOC(=O)c1c(N/N=C(\C)c2ccc(Br)cc2)n[nH]c1C	2.97
COc1ccc(-c2c3c([nH]c(=S)c2C#N)CCC3)cc1	-0.54
CN1c2ccccc2C(=O)NC1C1CC=CCC1 (stereo not drawn)	-1.59
CCOc1ccccc1-c1nc(-c2ccc(C)nc2OC)no1	0.52
Brc1ccc(OCc2nn3c(Cc4ccccc4)nnc3s2)cc1	1.21
CSC1=N/C(=C\c2c(C)nn(-c3ccccc3)c2Cl)C(=O)S1	0.63
NS(=O)(=O)c1cc2c(cc1Cl)NC(CSCc1ccccc1)=NS2(=O)=O	3.74
O=C(c1cncc(-c2cccs2)c1)N1CCN(C2c3ccccc3-c3ccccc32)CC1	-0.36

Molecules from the list above with a cyano group:
SMILES	Dicer processing
Cn1cc(C(=O)c2ccc(Cl)cc2)cc1/C=C(\C#N)C(=O)c1ccco1	0.42
CC(c1ccccc1)C1C(C#N)=C(N)Oc2n[nH]c(-c3ccccc3)c21 (stereo not drawn)	-0.54
N#Cc1c(SCC(=O)c2ccccc2)nc2c(c1/C=C\c1ccccc1)CCC2	-0.84
CSc1ccc(C)c(NC(=O)N(Cc2ccccc2)C(=O)CC#N)c1	-0.28
COc1ccc(-c2c3c([nH]c(=S)c2C#N)CCC3)cc1	-0.54

Next section
SMILES	Dicer processing
FC(F)(F)c1cccc(N2CCN(c3cc(C(F)(F)F)nc4ccccc34)CC2)n1	-1.14
COc1cccc2c1c(NC(=O)c1cc(C)on1)nn2C	1.36
Cc1c(/C=C/C(=O)Oc2c(Cl)cccc2Cl)sc2ccccc12	-0.72
O=S1(=O)N=C(Nc2nc3c(s2)CCCC3)c2ccccc21	0.37
CCCCOC(=O)C1=C(C)NC2=C(C(=O)CCC2)C1c1cccnc1 (stereo not drawn)	0.06
COC(=O)c1scc(S(=O)(=O)Cc2cccs2)c1N/N=C(\C#N)S(=O)(=O)c1ccc(Cl)cc1	5.62*
Cc1noc(C)c1S(=O)(=O)NC1Cc2ccccc2C1	-2.94
Cn1c(=O)n(CC(=O)N2CCN(c3nnc(-c4ccccc4)c4ccccc34)CC2)c2ccccc21	0
COc1ccc2c(=O)c(-c3ccc(OC)c(OC)c3)c(C(F)(F)F)oc2c1	0.93
CCOC(=O)C(=NNc1cccc([N+](=O)[O-])c1)C(=O)OCC	-0.04

A second format for some results above:
CCCCOC(=O)C1=C(C)NC2=C(C(=O)CCC2)C1c1cccnc1 (stereo not drawn)
  Dicer processing: 0.06
COC(=O)c1scc(S(=O)(=O)Cc2cccs2)c1N/N=C(\C#N)S(=O)(=O)c1ccc(Cl)cc1
  Dicer processing: 5.62*
Cc1noc(C)c1S(=O)(=O)NC1Cc2ccccc2C1
  Dicer processing: -2.94

Next section:
SMILES	Dicer processing
CCC(C)c1ccc(O)c(/C=N/Nc2ccccc2)c1 (stereo not drawn)	6.05*
O=S(=O)(c1ccc2c(c1)CCO2)N1CCCN(c2nccc(C(F)(F)F)n2)CC1	-1.35
O=c1cc(-c2ccc(Cl)cc2)oc(=O)[nH]1	0
CCSc1ccc2c(c1)N(CCCN1CCN(C)CC1)c1ccccc1S2	-0.7
COC(=O)c1ccc(C2C(C(=O)OC3CCCCC3)=C(C)NC3=C2C(=O)CCC3)cc1 (stereo not drawn)	0
CCCOc1ccccc1C1C(C(=O)OCC2CCCO2)=C(C)NC2=C1C(=O)CCC2 (stereo not drawn)	7.02
CCn1c2ccccc2c2cc(NS(=O)(=O)c3ccccc3)ccc21	1.68
COC(=O)c1sccc1Oc1cc(C(F)(F)F)nc2c(C(=O)OC)scc12	-0.87
O=C(NNC1=NCCN1Cc1ccccc1)c1ccccc1	-0.2
CCOC(=O)CS(=O)(=O)c1ccc(C(F)(F)F)cn1	-0.47
CC(C)(C)Nc1c([N+](=O)[O-])c(=O)sc2ccccc12	-0.95
CCOC(=O)CSC1=C(C#N)C(C)C2=C(CCCC2=O)N1 (stereo not drawn)	0.09
NCC(O)C1CCCCCCC1 (stereo not drawn)	-0.04
CC(C)(C)n1cnnc1Sc1ncccc1[N+](=O)[O-]	-0.8
Cc1ccc2cc(-c3noc(-c4cccnc4)n3)c(=O)[nH]c2c1	-0.55
CCOc1cc(C2C3=C(Nc4c2c(=O)n(C)c(=O)n4C)c2ccccc2C3=O)ccc1O (stereo not drawn)	-1.04
CC(C)(C)c1cc(CC(=O)O)c2c(c1)C(C)(C)CC2	0.03
Oc1ccccc1/C=N/NC(=S)NC1CC2CC1C1C=CCC21 (stereo not drawn)	3.83*
Nc1cccc2c(S(=O)(=O)NC3CCCCC3)cccc12	-1.29
O=C1CC(NCCCN2CCN(c3ccc(F)cc3)CC2)C(=O)N1c1ccc(Cl)cc1 (stereo not drawn)	1.23
CC1=CCC(COC(=O)Nc2ccccc2)CC1 (stereo not drawn)	1.33
O=C(O)c1ccccc1/C=C/c1cccs1	-0.54
C[C@@H](c1ccccc1)N1C(=O)CC[C@H]2CC(=O)CC[C@@H]21	-0.22
Cc1nc(COc2ccc(C(C)(C)C)cc2)sc1C(=O)NNC(=O)c1ccc(Cl)cc1Cl	1.23
CN(C(=O)c1cc2nc(-c3ccco3)cc(C(F)(F)F)n2n1)C1CCCCC1	-0.78
CC(=O)NN(C)c1ccc(C(F)(F)F)cc1NS(=O)(=O)c1cc(C(F)(F)F)cc(C(F)(F)F)c1	-0.5
Nc1nc2ccccc2n1CCOc1ccc(Br)cc1	2.55
Cc1cc(N/C=C(\C#N)C(=O)c2cccs2)no1	-1.18
Cc1ccc(CN2C(=O)c3oc4ccc(F)cc4c(=O)c3C2c2cccc(O)c2)cc1 (stereo not drawn)	1.79
O=C(CSc1nnnn1-c1ccc(F)cc1)Nc1ccc2c(c1)OCO2	0.9
Fc1ccc2onc(-c3cnn(-c4ccccc4)c3)c2c1	3.3*
Fc1ccc(CN2C3=NCCCN3c3ccccc32)cc1	0.52
C(=N\Nc1ncnc2c1cnn2-c1ccccc1)/c1ccco1	0.68
O=C1C2C(c3ccccc3)OC3(C(=O)c4ccccc4C3=O)C2C(=O)N1c1ccccc1 (stereo not drawn)	0.05
O=S(=O)(c1ccc(-n2c(-c3ccncc3)n[nH]c2=S)cc1)N1CCCCC1	-2.55
O=C(CSc1ncc(-c2ccc(Cl)cc2)o1)Nc1cc(Cl)cc(Cl)c1	0.47
CC(C)(C)c1cc2nc(C(F)(F)F)cc(Sc3ccc(Cl)cc3)n2n1	-1.37
O=C(CSc1nc2sc3c(c2c(=O)[nH]1)CCCC3)NCCCn1ccnc1	-0.93
CNC(=O)NCc1ccc(-c2csnn2)cc1	0.06
O=C(/C(=N\N=C\c1ccc2c(c1)OCO2)c1ccccc1)c1ccccc1	-1.69
O=c1cc(NCCC2=CCCCC2)c2ccccc2o1	3.54*
CN(C)/C=N/c1nc2ccc(F)cc2s1	-0.36
CCOC(=O)/C(C#N)=C/c1cc(OC)cc(OC)c1	1.6
CCOC(=O)Cc1csc(NC(=O)C(Cl)(Cl)Cl)n1	0.55
O=C(Nc1cccc(Cl)c1)Nc1nccc(-c2cc(OCC(F)(F)F)ccc2OCC(F)(F)F)n1	12
C=CCNc1nc(-c2cc3cc(Cl)ccc3o2)cs1	-1.49
COc1ccc2c(c1)CCc1sc(NC(=O)c3cc(C)on3)nc1-2	0.98
CC1=C(C(=O)OCC(C)C)C(c2ccccc2Br)C2=C(CCCC2=O)N1 (stereo not drawn)	-1.02
CSc1nn(-c2ccccc2)cc1-c1nc(C(C)(C)C)cs1	-0.41
COc1ccc(/C(O)=C2/C(=O)C(=O)N(CCN(C)C)C23C(=O)N(C)c2ccccc23)cc1 (stereo not drawn)	1.89
COc1ccc(C(=O)CC2(O)C(=O)N(CN3CCOCC3)c3ccc(Br)cc32)cc1 (stereo not drawn)	42.3
COCCCN1CN=C(NS(=O)(=O)c2ccc(C)cc2)NC1	-2.55
